Assay outcomes from PubChem BioAssay.
OX1R FRET antag = OX1R (human) antagonism; inhibition, % at 6.6 µM; hit rate 1.8% among 330,000; OX1R-expressing cells, FRET antagonist read-out; in the data active = inhibition mostly above about 38%, no sharp cut-off; inactive = mostly below about 40%;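 also: 0% = agonist challenge alone and 100% = reference antagonist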
Target sequence (O43613 whole entry, looked up): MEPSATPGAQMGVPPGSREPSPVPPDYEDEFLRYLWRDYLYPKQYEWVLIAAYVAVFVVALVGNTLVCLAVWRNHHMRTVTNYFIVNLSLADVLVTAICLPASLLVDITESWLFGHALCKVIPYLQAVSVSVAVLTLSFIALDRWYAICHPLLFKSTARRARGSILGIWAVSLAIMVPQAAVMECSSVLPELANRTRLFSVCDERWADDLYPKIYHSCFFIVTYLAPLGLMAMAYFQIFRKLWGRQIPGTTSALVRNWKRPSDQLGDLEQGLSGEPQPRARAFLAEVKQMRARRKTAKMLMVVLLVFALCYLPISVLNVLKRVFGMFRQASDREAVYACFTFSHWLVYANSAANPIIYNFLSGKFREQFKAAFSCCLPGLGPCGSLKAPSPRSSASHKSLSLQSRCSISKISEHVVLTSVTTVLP
STK33 kinase inh = blocks human STK33 kinase activity; Q9BYT3; purified STK33, MBP phosphorylation, ADP-Glo luminescence; inhibition, % at 10 µM; hit rate 0.073% among 320,000;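 active = inhibition at or above 25%, using the most active replicate where run in duplicate; inactive = inhibition below 25%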
Target sequence (Q9BYT3 whole entry, looked up): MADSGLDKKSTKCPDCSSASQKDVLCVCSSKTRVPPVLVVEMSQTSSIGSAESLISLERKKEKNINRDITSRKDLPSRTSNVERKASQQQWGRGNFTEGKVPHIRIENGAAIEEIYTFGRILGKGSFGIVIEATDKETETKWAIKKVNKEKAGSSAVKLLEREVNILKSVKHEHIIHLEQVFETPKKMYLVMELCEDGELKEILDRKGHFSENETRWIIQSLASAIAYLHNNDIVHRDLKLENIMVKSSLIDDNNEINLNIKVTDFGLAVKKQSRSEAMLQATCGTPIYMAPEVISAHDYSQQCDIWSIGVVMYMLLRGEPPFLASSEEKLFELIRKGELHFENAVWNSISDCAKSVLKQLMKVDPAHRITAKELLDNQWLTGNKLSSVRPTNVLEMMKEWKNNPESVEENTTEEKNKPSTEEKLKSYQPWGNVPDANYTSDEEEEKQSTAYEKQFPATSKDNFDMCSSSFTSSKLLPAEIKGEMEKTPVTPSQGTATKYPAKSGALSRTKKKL
* hit, by the source's call; · = no result given.

SMILES	OX1R FRET antag	STK33 kinase inh
CCOC(=O)CNC(=O)C(Cc1ccccc1)NC(=O)OCc1ccccc1 (stereo unspecified)	0	-0.5
COc1cc(CN2CCCC(N3CCN(c4ccccc4C)CC3)C2)ccc1O (stereo unspecified)	14	-0.9
COc1ccc(C(=O)Nc2ccc(C(=O)Nc3nccs3)cc2)cc1[N+](=O)[O-]	28	0.4
COc1cc(/C=C/C(=O)O)cc(S(=O)(=O)NC2CCCC2)c1OC	6	-0.8
O=C(Nc1ccc2c(c1)CCC2)c1cccc(OC(F)F)c1	13	-0.3
O=C(CN(C1CCCCC1)S(=O)(=O)c1ccc(F)cc1)NC1CC1	7	-0.8
COc1ccc(C2CC(=O)Oc3c(C(CCN4CCN(c5ccccc5)CC4)c4ccc(N(C)C)cc4)c(OC)cc(OC)c32)cc1 (stereo unspecified)	19	-1.1
Cc1ccc(NC(=O)C2CCN(S(=O)(=O)c3ccc4c(c3)CC(C)N4C(=O)C3CCC3)CC2)nc1 (stereo unspecified)	20	2.5
COc1ccc(NC(=S)N2CCN(C(=O)C3CCCO3)CC2)cc1 (stereo unspecified)	·	0.4
Cc1ccc(N(CC(=O)NC2CCCC2)C(=O)Cn2nnc(-c3ccccc3F)n2)cc1	12	-0.1
COC(=O)c1c(C)[nH]c(C(=O)CSc2nnnn2-c2ccccc2)c1C	1	-0.5
CCN(C(=O)COC(=O)c1ccc(O)cc1O)c1c(N)n(Cc2ccccc2)c(=O)[nH]c1=O	2	-0.2
Cc1ccc(/C=C/C(=O)OCC(=O)NCc2ccc(Cl)cc2)o1	1	-0.1
O=C(O)c1ccc(COc2ccc3ccccc3c2)o1	0	-0.9
O=C(O)c1cccc(-n2c(/C=C/c3ccc([N+](=O)[O-])cc3)nc3ccccc3c2=O)c1	32	-1.7
OCCOCCn1c(-c2ccccc2)nc(=S)c2c1CCCC2	8	-0.2
CCOC(=O)N/N=C/c1ccc(N(CC)CC)cc1O	13	0.5
COc1ccccc1NC(=O)Cn1nnc2sc3c(c2c1=O)CC(C)(C)OC3	15	-0.2
CC1CC(C)CN(C(=O)COC(=O)CNS(=O)(=O)/C=C/c2ccccc2)C1 (stereo unspecified)	9	-0.4
Oc1ccc(-c2c(C3=CCCCC3)sc3ccccc23)cc1	26	0.2
O=C(C1Cc2ccccc2CN1S(=O)(=O)c1cccs1)N1CCCCC1 (stereo unspecified)	24	-0.3
CCOC(=O)[C@H]1[C@H]2COc3ccc(Cl)cc3[C@@H]2N2C(=O)c3ccc(Cl)cc3NC(=O)[C@@]12C	29	-0.5
Cc1cc(N/N=C/c2ccc(F)cc2)nc(NCc2ccccc2)n1	8	0.2
CCN(Cc1ccccc1)C(=O)Cn1c(=O)n(CC(=O)N2CCCCC2)c(=O)c2sccc21	12	-1.2
CC(C)Oc1ccc(C(=O)OCC(=O)c2ccc[nH]2)cc1	11	0.5
Following part:
SMILES	OX1R FRET antag	STK33 kinase inh
Cc1cccc2c(=O)c(C(=O)NCc3ccc(F)cc3)c[nH]c12	1	-1.1
CC(C)CCNC(=O)C1CCN(C(=O)N(C)C)CC1	9	1.0
Cc1ccc(F)cc1NCC(=O)Nc1ccc(Cl)cc1F	14	-3.1
CC(C)CCn1c(N)c(S(=O)(=O)c2cccs2)c2nc3ccccc3nc21	10	-1.8
COc1ccccc1Oc1c(C)oc2c(CN3CCN(C)CC3)c(O)ccc2c1=O	5	-0.5
CC(=O)N1CCN(c2cc(N3CCCC3)c(F)cc2[N+](=O)[O-])CC1	31	-0.9
Cc1ccc(-c2nc3ccccc3nc2-c2ccccc2)cc1	13	0.2
CCc1nc2scc(-c3cccs3)c2c(=O)o1	22	-1.3
CC(=O)Nc1ccc(NC(=O)CSc2nnc(C3CC3)n2C)cc1	9	-2.7
COc1ccc(N(CC(=O)NCCSc2ccccn2)S(C)(=O)=O)cc1Cl	5	-1.4
C=CCNc1ncnc2ccccc12	2	0.4
O=C(O)C(F)=C1c2ccccc2-c2ccccc21	12	1.5
COc1ccc(/C=C/C(=O)OCC(=O)NCCC2=CCCCC2)cc1	22	-0.2
COC(=O)c1cc(OC)c(OC)cc1NC(=O)CCNC(=O)c1ccco1	6	0.5
O=C(CO)N/N=C/c1cccc(Cl)c1Cl	2	·
O=C(CSc1nc(=O)n2ccccc2n1)NCCc1ccccc1	2	-0.3
CC(C)NC(=O)COC(=O)c1ccccc1C(=O)c1ccccc1	6	0.1
CC1CCCCN1Cc1c(C#N)c2ccccc2n1C (stereo unspecified)	-2	-1.1
CN(CC(=O)Nc1ccc(F)cc1)C(=O)C1CCN(C(=O)Nc2ccccc2)CC1	2	-0.3
CCc1nnc(NC(=O)c2ccc3c(=O)n4c(nc3c2)CCCCC4)s1	10	-0.2
CC(C)=CCN1CCN(Cc2cnc(N3CCCC3)s2)CC1CCO (stereo unspecified)	17	0.1
O=C(CSc1nnnn1-c1cccc2ccccc12)N1CCOCC1	1	-0.5
CC1CC(=O)NN1C(=O)c1ccccc1 (stereo unspecified)	5	-0.8
Cc1ccc(/C=N/NC(=O)CSc2nnc(-c3ccc(Cl)cc3)n2-c2ccc(Cl)cc2)o1	7	0.3
CCOC(=O)C1=C(C)N=c2s/c(=C/c3ccc(OCC(=O)O)cc3)c(=O)n2C1c1ccc(SC)cc1 (stereo unspecified)	·	-1.4
Carrying on:
SMILES	OX1R FRET antag	STK33 kinase inh
Cc1ccc(CNC(=O)C2CC=CCC2C(=O)O)cc1 (stereo unspecified)	-6	-0.9
O=C(CN1C(=O)NC2(CCCCCC2)C1=O)NCCc1ccc(F)cc1	0	·
CCC(C(=O)NC1CCCCC1)N(Cc1cccs1)C(=O)c1snc(C(N)=O)c1N (stereo unspecified)	36	-0.8
CCOC(=O)c1ccc(N=c2sc(C(=O)OC)cc(=O)n2C2CC2)cc1	7	-1.1
Nc1nc(-c2cc(Cl)cc(Cl)c2OC(F)F)cs1	6	-4.6
Clc1cc(Cl)c(Cl)c(Cl)c1Cl	5	-0.3
O=C1/C(=C/c2cccc(Cl)c2)CSc2sccc21	10	-0.6
CCCN(CC(=O)Nc1ccccc1C)C(=O)c1ccc2ccccc2n1	11	0.4
CN1CCN(C(=O)CCN2C(=O)/C(=C/c3cccc(Br)c3)SC2=S)CC1	26	-1.9
O=C(NC(=S)Nc1cccc(Cl)c1N1CCOCC1)c1cccs1	6	-0.8
O=C(CSc1nc(=O)n(CCN2CCOCC2)c2c1CCCC2)Nc1ccc([N+](=O)[O-])cc1	18	-0.3
Cc1ccc(OCc2cccc(S(=O)(=O)N(C)C)c2)c([N+](=O)[O-])n1	20	-0.6
COC(=O)C(C)Oc1ccc(Cc2ncc(C(F)(F)F)cc2Cl)cc1 (stereo unspecified)	5	0.9
Cc1c(C)n(C)c2ccc(C(=O)NCCCN3CCCC3)cc12	18	0.3
COc1ccc(-c2nnc(SCC(=O)c3ccc[nH]3)o2)cc1	6	1.4
CCN(CC)CCCN(C)C(=O)Cn1nc(Cc2ccncc2)c2ccccc2c1=O	7	0.8
COc1ccc(Cl)cc1-c1n[nH]c(=S)n1Cc1ccccc1	7	-1.2
CCc1ccc(NS(=O)(=O)c2ccc3[nH]cc(C(=O)N(C)Cc4ccco4)c(=O)c3c2)cc1	22	-1.6
Fc1ccc(-c2n[nH]c(=S)n2-c2ccc3c(c2)OCCO3)cc1	22	0.4
CCCCN1C(=O)C(C)=C(C)C1OCCc1ccc(OC)c(OC)c1 (stereo unspecified)	7	-0.3
COC(=O)c1ccccc1S(=O)(=O)N1CCC(C(=O)OCc2cccc(OC)c2OC)CC1	12	1.0
CCC(C(=O)O)n1nnc(-c2ccc(OCc3ccccc3)c(OC)c2)n1 (stereo unspecified)	18	-0.9
O=C(c1cc(-c2ccc(O)cc2)on1)N1CCCC1	19	-0.4
O=C(c1[nH]ncc1-c1ccc(Cl)cc1)C1CO1 (stereo unspecified)	13	-1.7
Cc1cc(N2C(=O)C(O)=C(C(=O)c3ccco3)C2c2cccnc2)no1 (stereo unspecified)	21	-1.2

4 entries from above, with each value named:
O=C(NC(=S)Nc1cccc(Cl)c1N1CCOCC1)c1cccs1
  OX1R FRET antag: 6; STK33 kinase inh: -0.8

Cc1ccc(CNC(=O)C2CC=CCC2C(=O)O)cc1 (stereo unspecified)
  OX1R FRET antag: -6; STK33 kinase inh: -0.9

O=C1/C(=C/c2cccc(Cl)c2)CSc2sccc21
  OX1R FRET antag: 10; STK33 kinase inh: -0.6

O=C(c1[nH]ncc1-c1ccc(Cl)cc1)C1CO1 (stereo unspecified)
  OX1R FRET antag: 13; STK33 kinase inh: -1.7

(further entries)
SMILES	OX1R FRET antag	STK33 kinase inh
CC(=O)N/C(=C\c1ccccc1)C(=O)N1CCOCC1	5	0.2
CCCC1C(=O)N(c2ccccc2)C1c1ccccc1 (stereo unspecified)	11	0.0
CCOC(=O)C1=C(N)Oc2cc(O)ccc2C1c1ccc(F)cc1F (stereo unspecified)	12	0.2
O=S(=O)(/C=C/c1ccccc1)N1CCN(c2cccc(Cl)c2)CC1	2	0.0
C=CCOc1cccc(C(=O)/C=C2/C(=O)Nc3ccccc32)c1	14	0.6
Cc1nnc(SCC(=O)Nc2ccccc2F)n1-c1ccc(F)cc1	13	0.0
CCc1nnc(NC(=O)CCC(=O)NCc2ccc(OC)cc2)s1	9	-0.5
N/C(=N\NC(=O)c1cccc(F)c1)c1cc2ccccc2oc1=O	29	0.1
CCCCCCCOc1ccc(C2(C)NC(=O)NC2=O)cc1 (stereo unspecified)	14	0.4
C#CCOCCOCCOCCNc1nc(N2CCOCC2)nc(N2CCN(C(=O)[C@H]([C@@H](C)CC)n3cc([C@@H](N)CC(C)C)nn3)CC2)n1	24	-1.1
CN1CCC(N(C)CC(=O)Nc2ccc3c(c2)OC(F)(F)O3)CC1	13	0.9
Cc1cccc(OCc2nnc(SC(C)C(=O)Nc3ccc(N4CCOCC4)cc3)o2)c1 (stereo unspecified)	16	-1.5
CS(=O)(=O)N(CC(=O)N/N=C/c1cc([N+](=O)[O-])ccc1Cl)c1ccccc1	33	-0.3
CN(C)CCN(C(=O)CCS(=O)(=O)c1ccccc1)c1nc2cc3c(cc2s1)OCO3	10	1.7
C/C(=N\Nc1ccccc1)c1c(O)cc(C)oc1=O	8	-0.9
COc1ccc(NC(=O)C2CCCN(c3ncccn3)C2)cc1 (stereo unspecified)	6	-1.6
CCOc1ccc(CN(C)C(=O)CNC(=O)C2CCCCC2)cc1OC	7	-1.3
CCOC(=O)c1cnc2c(C(=O)OC)cccc2c1NCc1ccco1	8	-1.3
O=C(Sc1nnc(-c2ccccc2)o1)N1c2ccccc2Sc2ccccc21	11	-0.1
COC(=O)c1c(NC(=O)CSc2ncnc3ccccc23)sc(C)c1C	16	-0.9
O=S(=O)(NCc1ccc2c(c1)OCO2)c1ccc2oc3ccccc3c2c1	52*	-0.8
CC1C(=O)N2CCCc3cc(S(=O)(=O)Nc4ccccc4C(N)=O)cc1c32 (stereo unspecified)	15	-0.3
Cc1cc(C)n(CCCNC(=O)C2CCC(=O)N(CCc3ccc(Cl)cc3)C2)n1 (stereo unspecified)	-1	0.1
Cc1cc(O)c(CN(C)C)c2c1C(=O)/C(=C/c1ccco1)O2	7	6.6
O=C(CSc1nnc(CN2CCCC2)n1-c1ccccc1)c1ccc2c(c1)OCO2	5	-2.4

Fetched one by one from above (six):
SMILES	OX1R FRET antag	STK33 kinase inh
CC1C(=O)N2CCCc3cc(S(=O)(=O)Nc4ccccc4C(N)=O)cc1c32 (stereo unspecified)	15	-0.3
CCCC1C(=O)N(c2ccccc2)C1c1ccccc1 (stereo unspecified)	11	0.0
C/C(=N\Nc1ccccc1)c1c(O)cc(C)oc1=O	8	-0.9
CC(=O)N/C(=C\c1ccccc1)C(=O)N1CCOCC1	5	0.2
Cc1cc(C)n(CCCNC(=O)C2CCC(=O)N(CCc3ccc(Cl)cc3)C2)n1 (stereo unspecified)	-1	0.1
Cc1nnc(SCC(=O)Nc2ccccc2F)n1-c1ccc(F)cc1	13	0.0

Following part:
SMILES	OX1R FRET antag	STK33 kinase inh
CC(=O)c1cccc(NC(=O)C(C)OC(=O)CNC(=O)c2ccc(C)s2)c1 (stereo unspecified)	5	-0.4
O=C(CN1C(=O)COc2ccccc21)NCC1CCCO1 (stereo unspecified)	9	-1.0
COc1cccc(/C=N/NC(=O)c2ccc(=O)n(C)c2)c1OC	11	-1.5
Cn1c(=O)c2c(ncn2CC(=O)OCC(=O)Nc2sccc2C(N)=O)n(C)c1=O	2	-1.8
CCOc1ccc(C(C)NC(=O)CN2C(=O)NC3(CCCCC3)C2=O)cc1OCC (stereo unspecified)	5	-0.6
Cc1ccc(S(=O)(=O)N2CCN(C(=O)COC(=O)CCOc3ccccc3)CC2)c(C)c1	12	-0.8
O=C(C1CC(=O)N(C2CCCC2)C1)N1CCN(c2ccccc2F)CC1 (stereo unspecified)	3	0.4
Cc1cc2nc(-c3ccc[nH]c3=O)[nH]c2cc1C	15	23
Cn1c(Cl)c(/C=N/OC(=O)c2cccc(Cl)c2)c2ccccc21	12	-0.1
O=C(Nc1cccc(Cl)c1)N1CCC(CO)(CCOc2ccccc2)CC1	24	0.7
COc1ccccc1NC(=S)N1CCN(C(=O)c2ccco2)CC1	7	0.9
CNC(=S)Nc1ccccc1-c1ccccc1	6	-0.8
COC(=O)[C@H](Cc1ccccc1)NC(=O)NCCc1ccccc1F	7	-0.6
CN(C)[C@H]1N(C(=O)c2ccc(Br)cc2)N=C2c3ccccc3S(=O)(=O)N21	17	0.1
COc1ccccc1CN1CCC(n2nccc2NC(=O)CCOc2ccccc2)CC1	20	1.0
COc1ccc(S(=O)CC(=O)Nc2ccccc2Cl)cc1 (stereo unspecified)	24	-1.1
CC1(C)Cc2c(c(-c3ccccc3)nc3sc4c(=O)[nH]c(=S)[nH]c4c23)CO1	10	-0.3

Not a hit list; about 1.8% have a hit in one of these screens.
